Source: PubChem (The Scripps Research Institute Molecular Screening Center)
proKLK7 act – activators of human kallikrein-7 zymogen. P49862. purified proKLK7, EDANS-DABCYL substrate fluorescence; 100% is mature enzyme control, 0% vehicle. activation, % at 7 µM. 0.9% of 370,000 active. AID 652039;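 active = activation above the mean of all tested compounds plus 3 SD, computed per campaign excluding outliers beyond control limits, cut at about 13% in these data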
Target sequence (P49862 whole entry, looked up): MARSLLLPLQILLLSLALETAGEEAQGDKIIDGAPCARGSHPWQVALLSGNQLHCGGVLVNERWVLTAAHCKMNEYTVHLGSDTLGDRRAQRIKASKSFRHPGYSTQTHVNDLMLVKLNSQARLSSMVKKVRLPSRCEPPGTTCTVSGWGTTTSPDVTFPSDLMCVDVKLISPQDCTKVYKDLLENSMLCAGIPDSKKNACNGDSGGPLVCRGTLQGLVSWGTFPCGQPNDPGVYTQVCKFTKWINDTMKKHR
ADAM17 inh – inhibits human ADAM17 | recombinant ADAM17, EDANS/DABCYL FRET peptide cleavage | inhibition, % at 6.95 µM | 0.83% of 370,000 active | AID 720648;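 active = inhibition above the mean of compounds lying between control limits plus 3 SD, set per campaign, cut at about 8.5% in these data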;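 also: 0% = DMSO-only wells as the low control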
Tn7 DDE FP – inhibitors of Tn7 peptide binding to human fibrin DD(E). 0.13% of 370,000 active. FP displacement of FITC-Tn7 peptide from fibrin DD(E); 0% = median of compound wells per plate. P02675. inhibition, % at 8.3 µM. AID 720508;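 active = inhibition above the mean of compounds falling within the control limits plus 3 SD of them, cut at about 14% in these data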;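 also: 0% = plate median of compound wells and 100% = 10 µM Aha-Tn7 peptide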
Target sequence (P02675 whole entry, looked up): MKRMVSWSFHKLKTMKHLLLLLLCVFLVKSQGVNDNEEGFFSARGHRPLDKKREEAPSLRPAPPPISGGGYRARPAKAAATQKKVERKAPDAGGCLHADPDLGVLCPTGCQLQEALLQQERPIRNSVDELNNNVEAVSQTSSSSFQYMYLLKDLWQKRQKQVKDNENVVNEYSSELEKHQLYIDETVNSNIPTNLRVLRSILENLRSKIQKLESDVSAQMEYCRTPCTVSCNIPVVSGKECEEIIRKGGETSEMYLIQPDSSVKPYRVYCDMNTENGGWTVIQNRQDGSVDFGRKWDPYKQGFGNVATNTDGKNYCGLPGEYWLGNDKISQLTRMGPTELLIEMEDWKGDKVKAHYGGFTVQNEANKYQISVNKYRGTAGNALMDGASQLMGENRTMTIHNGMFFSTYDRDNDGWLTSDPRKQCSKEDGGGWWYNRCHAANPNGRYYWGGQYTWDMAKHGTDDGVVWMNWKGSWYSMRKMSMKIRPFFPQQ
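Test system: human clot-derived fibrin DD(E) complex / Quantity: 2 µM final DD(E) protein / Incubation: 10 min plus 3 h, room temperature / Measured by: fluorescence polarization / Benchmarks: high control of 10 µM Aha-Tn7 peptide / Replicates: singlicate testing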
ARFGAP1 inhibitor – rat ARFGAP1 inhibition; Q62848; Arfgap1-stimulated ARF1 GTP hydrolysis, GDP FP detection; inhibition, % at 16.5 µM; 0.26% of 360,000 active;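 active = inhibition above a per-plate limit, mean inhibition of low control wells plus 3 SD, cut at about 25% in these data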;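 also: 0% = DMSO wells with enzyme and 100% = wells lacking Arfgap1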
Target sequence (Q62848 1-136 limits assumed): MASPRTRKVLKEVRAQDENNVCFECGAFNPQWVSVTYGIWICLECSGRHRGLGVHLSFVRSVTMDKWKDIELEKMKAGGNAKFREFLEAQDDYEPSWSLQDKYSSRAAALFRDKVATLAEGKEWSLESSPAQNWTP
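system = rat Arfgap1 catalytic domain, aa 1-136 | technique = FP, GDP Alexa 633 tracer displaced from anti-GDP antibody, 620/688 nm | compound = one concentration, 16.5 µM, DMSO 1.26% | medium = HEPES-based buffer, pH 7.5 | timing = compound-enzyme preincubation 20 min, reaction 120 min, detection 60 min, 25 °C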
UHRF1 binding – blocks human UHRF1 binding to methylated DNA. Q96T88. UHRF1 binding to methylated oligo, TR-FRET. inhibition, % at 4.4 µM. 0.75% of 370,000 active; in the data active = inhibition above about 21%;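 also: UHRF1 SRA domain binding a hemimethylated CpG hairpin DNA probe; 0% = median of test compound wells and 100% = reference inhibitor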
PLC-beta3 inh – inhibitors of human phospholipase C beta3 | Q01970 | Purified PLC-beta3, fluorogenic substrate, fluorescence | inhibition, % at 12.2 µM | 0.18% of 370,000 active | AID 720704; in the data active = inhibition above about 11%;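 also: 0% = median of compound wells on plate and 100% = full blocker control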
DDE Tn6 FP inh – inhibitors of Tn6 peptide binding to human fibrin DD(E). Fibrin DD(E) TRITC-Tn6 fluorescence polarization displacement. AID 720509. inhibition, % at 8.3 µM. 0.21% of 370,000 active. P02675;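 active = inhibition above a per-campaign cutoff: mean of compounds within control limits plus 3 SD, cut at about 15% in these data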;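 also: 0% = median of all compound wells on the plate and 100% = blocking peptide control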
PLC-gamma1 inh – inhibitors of human phospholipase C gamma1 | AID 720700 | P19174 | purified PLC-gamma1, fluorogenic substrate, fluorescence | inhibition, % at 12.2 µM | 0.84% of 370,000 active; in the data active = inhibition above about 9.5%
MBD2 inh – MBD2-methylated oligo binding inhibition; TR-FRET, MBD2 binding to methylated oligonucleotide; inhibition, % at 4.4 µM; 0.31% of 370,000 active; AID 686964; Q9UBB5; in the data active = inhibition above about 13%
ASAP1 inh – ASAP1 ArfGAP inhibition. Q9ULH1. 0.19% of 360,000 active. AID 624377. inhibition, % at 16.5 µM. ASAP1-stimulated ARF1 GTP hydrolysis, GDP FP detection; in the data active = inhibition above about 25%;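 also: 0% = vehicle with enzyme and substrate and 100% = no enzyme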
Starred values were filed as active, the others as inactive; i = inactive.

SMILES	proKLK7 act	ADAM17 inh	Tn7 DDE FP	ARFGAP1 inhibitor	UHRF1 binding	PLC-beta3 inh	DDE Tn6 FP inh	PLC-gamma1 inh	MBD2 inh	ASAP1 inh
CCOc1ccccc1C(=O)NCCc1cnc[nH]1	0.0	-3	3	-8	-2	-2	6	0	-5	11
O=C(N/N=C/c1ccc(OC(F)F)cc1OC(F)F)NC1CCCCC1	-0.5	6	-2	-3	-2	2	2	4	4	-4
COc1cccc(C(=O)NCCCNC(=O)c2cccnc2)c1	0.0	-2	3	-8	-1	-4	-2	0	3	-8
O=C(CS(=O)(=O)c1ccc2ccccc2c1)Nc1ccccc1Cl	0.6	-1	1	-4	1	3	8	0	0	-3
COCCNC(=O)c1ccc(Cn2c(=S)[nH]c3cc4c(cc3c2=O)OCO4)cc1	-0.7	2	1	7	4	0	0	6	-2	-2
CCCc1ccc(Oc2cn[nH]c2-c2ccc(O)cc2O)cc1	0.4	6	-9	30*	2	2	0	5	0	15
COc1ccc(-c2ccc3c(=O)cc(-c4ccsc4)oc3c2)cn1	-81	-123	2	36*	-3	i	-2	-438	1	26*
Cc1cc(/C=C2\NC(=O)N(Cc3ccc(Cl)cc3)C2=O)c(C)n1C	-0.8	-1	-5	1	-2	-22	-4	-23	-1	1
CN=C(c1ccccc1)c1c(C)cccc1C	-0.3	2	-1	-6	1	1	5	0	0	-3
COc1ccc(NC(=O)COc2nc3ccccc3nc2N2CCOCC2)c(OC)c1	0.2	5	-3	-3	5	2	3	7	-3	12
COc1cccc(CNC(=O)c2cccnc2Sc2ccc(C)cc2C)c1	-0.2	-1	-1	4	0	-8	-9	1	1	12
CCCCS(=O)(=O)CC(COc1ccccc1)OC(=O)c1ccccc1 (stereo unspecified)	0.2	0	7	0	3	3	-3	-2	5	-15
CCOC(=O)C1CCCN(C(=O)c2ccc3c(=O)n(Cc4ccccc4OC)c(=S)[nH]c3c2)C1 (stereo unspecified)	0.3	8	-3	6	2	-10	2	4	4	3
COCC(=O)Nc1nnc(Cc2ccc(OC)cc2)s1	0.4	-4	8	15	0	5	1	-3	2	5
C=CCNC(=S)Nc1c(N)n(C)c(=O)n(C)c1=O	0.1	-2	0	4	2	-5	6	2	1	4
COP(=O)(OC)c1nc(-c2ccccc2)oc1NCc1ccccc1	-2.5	-164	-3	5	2	-135	0	-123	-6	-4
Cc1nnc(NC(=O)CCSc2ccccc2)s1	0.3	1	-3	4	-1	1	0	4	-3	-9
O=C(N/N=C/c1c(O)ccc2ccccc12)c1ccc(CO)nc1	-9.7	-1	-10	9	1	-96	-4	-65	-3	7
O=C(NCC1COc2ccccc2O1)c1cn(Cc2ccc(F)cc2)nn1 (stereo unspecified)	-0.9	-5	-2	4	3	4	3	-1	3	2
COc1ccc(NC(=O)c2ccc(S(=O)(=O)N3CCCCC3)cc2)c(OC)c1	0.5	2	-3	-6	2	-2	-9	5	1	12
CC(C)OC(=O)c1cccc(C(=O)OCc2ccco2)n1	0.5	0	2	-8	0	-5	7	-33	-5	6
C/C(CC(=O)Nc1cccc(F)c1)=N\NC(=O)c1ccncc1	-0.5	-3	7	9	0	-3	3	3	-1	-6
Cc1nc(Cl)cc(N/N=C/c2ccc(O)cc2O)n1	-1.7	1	1	3	-2	-27	5	-15	-2	19
COc1ccc(NC(=O)C2Cc3c(-c4ccc(NC(C)=O)cc4)ccnc3O2)cc1OC (stereo unspecified)	0.8	-2	-6	-6	-1	5	-9	4	0	0
COc1ccccc1NS(=O)(=O)c1cc(C(=O)NCC(C)(C)N2CCOCC2)ccc1C	-0.2	-4	7	0	-4	-4	1	-1	-2	12
CCCC#Cc1cnc2c(c1)C(=O)N([C@H](C)CO)C[C@@H](C)[C@H](CN(C)S(=O)(=O)c1cccc(OC)c1)O2	0.8	9	-5	-4	17	1	3	7	3	5
CCCCC[C@@H](C)N1C[C@H](COCc2ccccc2)Oc2cc(N3CCC[C@H]3CO)ccc2S1(=O)=O	0.1	-1	-6	15	0	-1	-6	-2	0	-3
CN(CCCNS(=O)(=O)c1cccc2cccnc12)Cc1ccccc1	0.2	0	2	7	0	-1	-4	0	-2	10
CCOc1cc(CNc2cccc3[nH]c(C)nc23)ccc1OC	-0.2	-4	0	-7	-8	-2	3	1	-3	-9
C/C(=N\NC(=O)c1cccc([N+](=O)[O-])c1)c1ccncc1	0.5	1	6	5	3	4	-7	1	-8	-6
COc1ccccc1-c1nnc(SCC(=O)N2CCCC2)o1	0.2	1	4	5	-2	-3	1	-1	-3	-9
COCCCNC(=O)c1oc2ccc(S(=O)(=O)N3CCOCC3)cc2c1C	0.1	0	-7	-5	0	-3	-2	2	6	-10
CCC1CCCCN1CCCNC(=O)c1ccc(CS(=O)(=O)Cc2ccccc2F)o1 (stereo unspecified)	0.3	3	-3	6	-1	0	-3	4	-5	-7
CS(=O)(=O)c1ccc2nc(NC(=O)CN3CCN(Cc4ccccc4)CC3)sc2c1	0.7	-3	-3	11	2	-3	0	-2	-4	7
Cn1cnc([N+](=O)[O-])c1Sc1nc(N)nc2c1ncn2Cc1ccccc1	-0.4	-1	-6	0	0	6	6	2	-2	7
CCc1ccc(NC(=O)NCCN2CCCCC2)cc1	-0.6	-2	9	6	4	-11	0	-1	-1	-4
CC(=O)c1ccc(S(=O)(=O)N(C)CCCC(=O)N(C)Cc2c(F)cccc2Cl)cc1	0.5	-5	2	2	3	-11	3	-1	5	6
CC(C)c1ccc(NC(=O)c2cc(S(=O)(=O)NCC3COc4ccccc4O3)ccc2F)cc1 (stereo unspecified)	0.1	10.0*	-2	7	-2	0	-3	-3	1	-2
O=P1(Nn2cnnc2)C=C(c2ccccc2)OC(c2ccccc2)=C1	-0.2	4	-7	-9	-1	9	2	8	-1	0
NC1=NC2(CCCCC2)N(c2ccc(F)cc2F)C(N)=N1	0.2	2	11	-6	-3	1	6	0	-6	-9
CC1=NN(c2nc(C)cc(C)n2)C(=O)C1CCC(C)C (stereo unspecified)	0.1	-5	-5	6	1	2	5	5	-5	8
COCCCNC(=O)c1c(NC(=O)C2COc3ccccc3O2)sc2c1CCCC2 (stereo unspecified)	0.2	5	4	4	3	2	-1	4	-5	-5
O=C(CSc1ccccn1)Nc1ccc2c(c1)OCO2	0.0	-2	-3	5	-2	3	-3	-1	-2	9
CCN(CC)CCNC(=O)C(=O)Nc1cc2c3c(c1)CCC(=O)N3CCC2	0.9	4	4	2	0	-8	5	-3	-3	1
O=C(Cc1cccc2ccccc12)Nc1ccccc1	0.3	-4	0	-10	2	-7	-4	1	-2	-9
COC(=O)c1ccc(C(=O)OC)c(NC(=O)CN2CCN(c3ccccc3)CC2)c1	-0.5	-3	2	-3	-2	-4	9	-2	0	-11
O=C(CCN1C(=O)c2ccccc2S1(=O)=O)Nc1ccc(Cl)cc1	-0.3	-3	3	-1	5	-7	2	-2	5	21
C/C(=N\NC(=S)NCc1ccccc1)c1ccccc1F	0.4	0	-3	-6	-1	-3	-2	-1	0	3
CCOC(=O)c1c(S(=O)(=O)N2CCCC(C(=O)Nc3ncccc3C)C2)c(C)n(C)c1C (stereo unspecified)	-0.7	-2	0	-1	1	1	-3	5	-3	3
CN(c1ccccc1)S(=O)(=O)c1ccc(Cl)c(C(=O)NC2=NCCS2)c1	0.4	4	7	4	2	-4	-4	-3	-1	-7
Cc1cc(N2CC(=O)N(CCc3ccccc3)C(=O)C2)n2ncnc2n1	-0.1	-3	0	-1	0	0	-6	1	-1	-7
Cc1ccc(-c2noc(CSc3nc(N)cc(N)n3)n2)cc1	-0.6	1	2	11	2	0	-1	1	2	-5
Cc1ccc2nc(C3CCCCC3)c(Cc3ccccc3C(F)(F)F)n2c1	-0.3	-5	5	-2	6	-7	-3	-1	5	8
O=C(CNC(=O)c1ccccc1)Sc1ccccc1	-0.8	-3	7	20	1	-1	10	-2	-2	11
COc1ccc(/C=C(/NC(=O)c2ccccc2)C(=O)N/N=C/c2sccc2C)cc1	24*	2	-5	-6	-5	-37	-3	-39	-6	-3
CN(C)c1ccc(/C=N/n2c(COc3ccccc3)n[nH]c2=S)cc1	1.2	-3	1	5	-2	0	-6	-2	-2	-2
COc1ccc(S(=O)(=O)N2CCC(C(=O)Nc3ccccc3N3CCCC3)CC2)cc1OC	1.5	-4	2	0	0	-6	1	1	0	3
COC(=O)[C@@]12CCCCN1[C@H](c1ccc(SC3CCCCC3)cc1)[C@H]1C(=O)N(C)C(=O)[C@H]12	0.1	-3	2	4	1	0	0	5	-2	-16
O=C(NCCN1CCOCC1)c1noc2c1CCc1ccccc1-2	-0.3	4	1	-5	-1	4	-3	1	-4	-4
CS(=O)(=O)c1ccc(Cl)c(NC(=O)CSc2n[nH]c(N)n2)c1	-0.1	-3	5	2	1	3	-5	4	-5	-2

(more compounds)
SMILES	proKLK7 act	ADAM17 inh	Tn7 DDE FP	ARFGAP1 inhibitor	UHRF1 binding	PLC-beta3 inh	DDE Tn6 FP inh	PLC-gamma1 inh	MBD2 inh	ASAP1 inh
CCN(CC)S(=O)(=O)c1cccc(C(=O)OCC(=O)C23CC4CC(CC(C4)C2)C3)c1	0.9	0	3	13	-2	-2	-5	2	-6	-22
CCN(CC)S(=O)(=O)c1ccc(C)c(NC(=O)COC(=O)CCC(=O)c2cccs2)c1	0.4	-1	-8	-1	0	-5	3	-5	-1	10
COC(=O)c1sc(-c2ccc(Cl)cc2)cc1NC(=O)/C=C/C(=O)O	-0.4	-6	-1	-5	-3	-22	-2	-9	-8	-6
Cc1ccc(C)c(NC(=O)CSc2nnc(CCNC(=O)OC(C)(C)C)o2)c1	-0.4	-6	2	11	6	4	-7	5	0	4
O=C(c1ccc2c(c1)N(Cc1ccccc1F)C(=O)c1ccccc1S2)N1CCOCC1	-0.7	-2	-7	-11	-1	-5	0	2	1	-15
CCOC(=O)c1ccc(Nc2sc(C(=O)c3cccc([N+](=O)[O-])c3)c(N)c2C#N)cc1	-0.1	-4	7	4	0	-6	-3	0	1	-3
COc1ccc(OC)c(NC(=O)CSc2nc(=O)n(CCN3CCOCC3)c3c2CCC3)c1	-0.6	-1	-6	-4	3	-2	-4	7	0	-8

Retrieved by compound from the list above (5):
SMILES	proKLK7 act	ADAM17 inh	Tn7 DDE FP	ARFGAP1 inhibitor	UHRF1 binding	PLC-beta3 inh	DDE Tn6 FP inh	PLC-gamma1 inh	MBD2 inh	ASAP1 inh
COc1ccc(OC)c(NC(=O)CSc2nc(=O)n(CCN3CCOCC3)c3c2CCC3)c1	-0.6	-1	-6	-4	3	-2	-4	7	0	-8
CCN(CC)S(=O)(=O)c1ccc(C)c(NC(=O)COC(=O)CCC(=O)c2cccs2)c1	0.4	-1	-8	-1	0	-5	3	-5	-1	10
CCOC(=O)c1ccc(Nc2sc(C(=O)c3cccc([N+](=O)[O-])c3)c(N)c2C#N)cc1	-0.1	-4	7	4	0	-6	-3	0	1	-3
CCN(CC)S(=O)(=O)c1cccc(C(=O)OCC(=O)C23CC4CC(CC(C4)C2)C3)c1	0.9	0	3	13	-2	-2	-5	2	-6	-22
O=C(c1ccc2c(c1)N(Cc1ccccc1F)C(=O)c1ccccc1S2)N1CCOCC1	-0.7	-2	-7	-11	-1	-5	0	2	1	-15
